# Tau fluor counter – counter-screen for tau fibril formation inhibitors; AID 1463; tau K18 P301L Alexa594 fluorescence, heparin fibrillization; 280,000 tested, 0.93% active; Potency, µM (highest dose often 57.7 µM), for the others: top-dose activity change, negative = decrease; note: % is set by controls: 0 for no effect and ±100 for the full control effect; nearly all actives have a fitted effect of over 55% in size
#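 Human tau K18 P301L (15 uM unlabeled, 0.24 uM Alexa 594-labeled) in 100 mM sodium acetate pH 7 with 20 uM heparin, 6 hr at 37 C. ThT 30 uM added, 1 hr ambient; Alexa 594 FP and total fluorescence read at 555/632 nm.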
# GAA inhib – inhibitors of human lysosomal alpha-glucosidase; AID 1466; Potency, µM (doses to about 76.9 µM), for inactives: at the top dose activity change, negative = inhibition, hits mostly inhibitors; 200,000 tested, 0.005% active; purified human GAA, 4-MU-alpha-glucoside fluorescence;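 note: plate controls were uninhibited enzyme wells for no effect and no-enzyme background for full effect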
#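 qHTS format, compound range up to 77 uM. Human lysosomal enzyme at 4 nM, 400 uM 4-MU glucoside substrate, pH 5.0, 20 min room temperature; fluorescence after alkaline stop gives activity normalized to controls.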
# HTT ATP protect – protects HTT-Q103 PC12 cells, measured by ATP; PC12 HTT-Q103 induced, cytoprotection, ATP luminescence, 40 h; Potency, µM (doses to about 56.4 µM), for the others: cytoprotection (ATP increase), hits mostly activators; 230,000 tested, 0.14% active; AID 1471;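 note: % of control where 0% means no effect; nearly all actives have a fitted effect of over 45% in size; toxic huntingtin expression switched on by the ecdysone agonist tebufenozide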
#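 Compounds were screened for protection of PC12 cells against cell death after tebufenozide induction (100 nM final) of mutant Huntingtin exon 1 (Q103) fused to GFP.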
# Tau fibril FP – inhibitors of human tau fibril formation. P10636. K18 P301L tau heparin fibrillization, Alexa594 FP, 6 h. Potency, µM (top dose mostly 57.7 µM), for inactives: top-dose activity, negative = inhibition, usual class: inhibitors. 280,000 tested, 0.39% active. AID 1468; note: % is set by controls: 0 for no effect and ±100 for the full control effect; nearly all actives have a fitted effect of over 55% in size
# Target sequence (P10636 561-689 P618L limits assumed): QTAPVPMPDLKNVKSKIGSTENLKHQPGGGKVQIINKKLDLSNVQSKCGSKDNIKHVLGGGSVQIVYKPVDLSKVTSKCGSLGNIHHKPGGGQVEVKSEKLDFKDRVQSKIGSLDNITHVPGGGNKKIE
#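 FP of Alexa 594-tau after heparin (20 uM) induction. Substrate: human K18 P301L, 15 uM unlabeled, 0.24 uM labeled. Buffer 100 mM sodium acetate pH 7. 6 hr, 37 C.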
# GAA glycogen – alters human alpha-glucosidase cleavage of glycogen; P10253; recombinant GAA, glycogen substrate, Amplex Red glucose oxidase fluorescence; Potency, µM (highest dose often 76.4 µM), inactives show top-dose activity change, negative = inhibition, actives largely listed as inhibitors; 300,000 tested, 0.38% active; AID 2100;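 note: 0% = full enzyme reaction and -100% = no-enzyme basal signal; the screen sought inhibitors and activators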
#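 Recombinant enzyme (4 nM final) with compounds titrated up to 77 uM and bovine liver glycogen (30 ug) in citrate pH 5.0, 0.01% Tween-20, 37 C 40 min. Released glucose detected by Amplex Red/glucose oxidase (Ex 573/Em 610); AC50 from Hill fits.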
# Tau ThT inhib – blocks human tau fibril formation measured by thioflavin T. recombinant tau K18 P301L, heparin-induced fibrillization, ThT fluorescence. Potency, µM (titrated, usually from 57.4 µM), for the others: at the top dose activity, negative = inhibition, usual class: inhibitors. 270,000 tested, 2.1% active. AID 1460; note: % is set by controls: 0 for no effect and ±100 for the full control effect; nearly all actives have a fitted effect of over 55% in size
#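 Using a mix of unlabeled (15 uM) and Alexa 594-labeled (0.24 uM) tau K18 P301L, heparin-triggered fibrillization over 6 hr at 37 C was scored by ThT fluorescence.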
# GAA spleen mod – inhibitors or activators of human alpha-glucosidase in spleen homogenate | P10253 | human spleen homogenate, 4-MU-alpha-glucoside fluorescence | Potency, µM (titrated, usually from 79.9 µM), without a hit: at the top dose activity change, negative = inhibition, hits mostly inhibitors | 240,000 tested, 0.006% active;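 note: 0% = enzyme with vehicle and -100% = no enzyme basal signal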
#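 Enzyme source: human spleen homogenate, 1 ug/well. Buffer 50 mM citric acid/K phosphate pH 5.0, 0.01% Tween-20. 4-MU-alpha-glucoside 1 mM; 37 C x 40 min; NaOH/glycine stop; fluorescence.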
# GLA spleen mod – inhibits or activates alpha-galactosidase in human spleen homogenate; Potency, µM (top dose mostly 80 µM), inactives show top-dose activity change, negative = inhibition, most hits filed as inhibitors; P06280; 240,000 tested, 0.008% active; human spleen homogenate, 4MU-alpha-Gal fluorescence, 40 min; AID 2107;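 note: 0% = enzyme with vehicle and -100% = no enzyme basal signal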
# Target sequence (P06280 32-429 limits assumed): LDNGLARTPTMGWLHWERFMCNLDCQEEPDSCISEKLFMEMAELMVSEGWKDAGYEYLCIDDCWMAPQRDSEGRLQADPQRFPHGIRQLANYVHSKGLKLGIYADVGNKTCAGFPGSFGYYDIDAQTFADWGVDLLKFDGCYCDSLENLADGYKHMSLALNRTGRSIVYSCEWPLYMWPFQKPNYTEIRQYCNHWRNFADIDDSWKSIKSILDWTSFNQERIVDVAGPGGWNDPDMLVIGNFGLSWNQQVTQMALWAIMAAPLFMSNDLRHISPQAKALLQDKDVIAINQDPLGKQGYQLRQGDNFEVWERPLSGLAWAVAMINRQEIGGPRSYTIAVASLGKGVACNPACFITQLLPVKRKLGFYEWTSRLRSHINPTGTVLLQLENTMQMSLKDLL
#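 Fluorogenic readout (Ex 365/Em 440 nm) of 4-methylumbelliferone released from 1 mM 4-MU-alpha-galactoside by spleen homogenate, 40 min at 37C, pH 5.0. Data normalized to no-enzyme and enzyme controls; Hill-equation AC50 from compound titrations.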
# Active calls of the source: *; ? = inconclusive; . = no result given; & = joins results of further samples; [ ] = remark or other dose. Calls come from the whole dose curve; as a rule, active = well fitted curve in the direction sought with a large enough effect; inconclusive = small, poorly fitted or top-dose-only effect, or another doubt; inactive = no such curve, though single readings can be large; an effect the other way counts as inactive or inconclusive. Potency is the fitted concentration of half-maximal effect.
# Each structure is followed by: HTT ATP protect | Tau fibril FP | Tau fluor counter | GAA inhib | GAA glycogen | GLA spleen mod | Tau ThT inhib | GAA spleen mod
COc1ccc(OCC(=O)Nc2cccc(NC(=O)COc3ccc(OC)cc3)n2)cc1
    -23% | -5% | 1% | 6% | 6% | 14% | 1% | -15%
CC1=C(C(=O)Nc2ccc(C)cc2C)C(c2cccc(Cl)c2)n2nc(C(=O)OC(C)C)nc2N1 (stereo not drawn)
    . | -4% | -2% | 0% | 6% | 5% | -1% | 6%
Nc1nonc1-c1noc(-c2ccc(Br)o2)n1
    -5% | 2% | -3% | -1% | 1% | 5% | -4% | -4%
O=S(=O)(c1ccc(OCC(O)CN2CCCC2)cc1)N1CCOCC1 (stereo not drawn)
    14% | -4% | -7% | -3% | 8% | 11% | -7% | -6%
CN(c1cccc(NC(=O)Nc2ccc(Cl)cc2)c1)S(C)(=O)=O
    -53%[inhibitor] | ? | ? | -1% | 0% | 1% | 5% | -1%
COc1ccc(-n2cnc3cc(C(=O)NCCN4CCOCC4)ccc32)cc1
    -19% | -1% | -4% | -14% | -8% | -1% | -2% | -2%
CCS(=O)(=O)c1ccc2oc(SCC(=O)NCCc3ccccc3)nc2c1
    7%[10 µM] | -4% | -4% | -3% | 19% | 0% | -6% | 5%
c1ccc(CSc2ccc3nnc(-c4cccnc4)n3n2)cc1
    11%[10 µM] | 7% | 9% | -1% | 11% | 0% | 3% | -15%
O=C(O)CCSc1nnnn1-c1ccccc1
    -5% | 2% | 0% | 1% | -15% | 10% | 2% | 5%
Cc1cc(C)n2c(SCC(=O)Nc3ccc(F)cc3F)nnc2n1
    -31% | -7% | -4% | 7% | 5% | 8% | 0% | -13%
CCC(O)c1nc2ccccc2n1CCOc1cc(C)cc(C)c1 (stereo not drawn)
    . | -1% | -8% | . | -8%[76.3 µM] | . | -17% | .
Cc1noc(C)c1S(=O)(=O)N1CCCC(C(=O)NCc2ccccn2)C1 (stereo not drawn)
    -7% | -9% | -7% | 4% | -6% | -5% | -8% | -8%
O=C(CNC(=O)c1ccc(Cl)cc1)OCC(=O)N1CCCC1
    -6% | ? | -1% | 6% | 4% | -10% | -1% | -4%
FC(F)(F)c1cccc(NC(=S)Nc2ccc(Cl)cc2Cl)c1
    2% | ? | -25% | -4% | -16% | -8% | -7% | -4%
CC1(OC(=O)C2CCCC2)C(=O)C=C2C=C(c3ccsc3)N(C(CO)CO)C=C2C1=O (stereo not drawn)
    ? | -7%[11.6 µM] | -7%[11.6 µM] | . | 25% | -1%[17.5 µM] | ? | 4%[17.4 µM]
CSc1ccc(/C=C/C(=O)c2ccc(NC(C)=O)cc2)cc1
    0%[10 µM] | -3% | -11% | 1% | -12% | -5% | ? | -14%
Cc1onc(-c2c(Cl)cccc2Cl)c1C(=O)Nc1ccc(Cl)cn1
    4%[10 µM] | -2% | ? | -7%[15.4 µM] | -11% | 14% | -24% | 1%
COc1cccc(CNc2ccc([N+](=O)[O-])c(NCC(=O)O)n2)c1
    -4%[10 µM] | 2% | -5% | 2% | -11% | -19% | ? | -6%
COc1ccc(S(=O)(=O)N2CCOCC2)cc1NC(=O)CO/N=C/c1ccccc1OC(F)F
    -29%[10 µM] | -1% | 2% | ? | -4% | 4% | 4% | -1%
Cc1ccc(C)c(-n2c(=O)c(C#N)cc3c(=O)n4ccccc4nc32)c1
    -41%[inhibitor] | 2% | -8% | ? | -6% | ? | -5% | ?
CCOc1ccc(-c2nnc(SCC(=O)Nc3cccc(C#N)c3)o2)cc1
    . | -9% | -26% | . | 11%[76.3 µM] | . | -14% | .
O=C(NNc1nc2ccccc2s1)Nc1ccc(F)cc1
    -20%[10 µM] | 9% | -12% | . | ? | -4% | ? | -3%
COc1ccc2c(c1)OC13CCCCC1C2C(C(=O)c1ccccc1)C(=O)N3 (stereo not drawn)
    -31% | 4% | -12% | -7% | 14% | 1% | -10% | 1%
COc1ccccc1OCc1ccc(C(=O)N2CCOCC2)o1
    . | 1% | 4% | -2% | 5% | 1% | -5% | 0%
COc1cc(NC(=O)[C@@H](NC(=O)c2ccco2)C(C)C)c(OC)cc1NC(=O)c1ccccc1
    -30% | 9% | -14% | 2% | -2% | -3% | -12% | -1%
COc1ncnc2c1cnn2-c1ccccc1
    -20% | 7% | 1% | 0% | -2% | -14% | -8% | -5%
CCOc1ccc(N=C2SC(C(=O)Nc3ccccc3C#N)C(N)=C2C(=O)Nc2ccc(Cl)cc2)cc1 (stereo not drawn)
    . | -3% | ? | -11% | -3% | -4% | ? | -11%
Cc1cc(C)c(NC(=O)c2cc3sc(Cl)cc3n2C)c(C)c1
    . | -1% | 4% | . | 15%[76.3 µM] | . | 7% | .
COc1ccc(C(=O)Nc2nnc(-c3ccco3)s2)cc1
    -101%[inhibitor] | -12% | -9% | -8% | 0% | -12% | -12% | 0%
CC(C)Oc1ccc(-c2nc(NCC3CCCO3)c3ccccc3n2)cc1 (stereo not drawn)
    -19%[10 µM] | ? | ? | -3%[15.4 µM] | -4% | -1% | -14% | -25%
Cc1cc(=O)n2nc(N3CCC(C(=O)NCCc4ccccc4)CC3)sc2n1
    26% | 3% | 1% | -10% | -2% | 9% | ? | 3%
Cc1ccc(CNC(=O)c2nn(C)c3c2CS(=O)(=O)c2ccccc2-3)cc1
    . | 0% | -9% | . | -5%&2%[76.3 µM] | . | -4% | .
CCS(=O)(=O)N1CCCC(C(=O)NCc2ccc3c(c2)OCO3)C1 (stereo not drawn)
    -1% | -4% | 0% | 3% | 15% | 1% | -3% | -4%
Cc1nnc2c3ccccc3c(-c3cccs3)nn12
    -34%[inhibitor] | 6% | 5% | 2% | 6% | -1% | -2% | 6%
CCOC(=O)c1oc2c(CN3CCN(C)CC3)c(O)ccc2c(=O)c1-c1ccccc1OC
    -2% | 13% | -2% | -2% | -6% | 1% | -5% | -9%
OC12CCCCC1C(c1ccc3c(c1)OCO3)N(Cc1cccc(F)c1)CC2 (stereo not drawn)
    -3% | 5% | -12% | -10%[15.4 µM] | 0% | -11% | -8% | -2%
CC(C)C1CC(CCN)(c2ccccc2)CCO1 (stereo not drawn)
    -8%[10 µM] | 1% | -3% | . | 3% | -27% | -2% | -1%
CCOC(=O)c1sc(C)c2c1NC(C)(c1ccccc1)NC2=O (stereo not drawn)
    19% | -6% | -17% | 7% | 0% | -4% | -8% | -9%
O=C1CCCCCN1C(=O)c1cccc(C(=O)N2CCCCCC2=O)c1
    -3%[10 µM] | 9% | 7% | -3% | 12% | 6% | 4% | 1%
O=C(CSc1ncnc2[nH]ncc12)Nc1nc(-c2ccc(F)c(F)c2)cs1
    3% | ? | -8% | -4% | -7% | 3% | 5% | 5%
O=C(OCn1nnc2ccccc2c1=O)c1cccnc1
    -14% | 0% | -1% | -14% | 6% | -5% | -9% | -3%
CC1CCN(S(=O)(=O)c2cccc(C(=O)Oc3ccc([N+](=O)[O-])cc3)c2)CC1
    11%[10 µM] | 13% | -6% | -2% | -2% | -3% | ? | -9%
O=C(NC1CCCCC1)c1noc2c1CCCCC2
    7%[10 µM] | ? | 5% | -13% | -1% | 2% | 0% | 1%
Cc1cc(C)c(S(=O)(=O)NCC2CCC(C(=O)NCc3ccccn3)CC2)c(C)c1 (stereo not drawn)
    -109%[inhibitor] | 6% | -4% | -2% | 3% | 1% | 0% | -9%
CNC(=O)c1ccsc1NC(=O)CN1C(=O)CCC1=O
    11%[10 µM] | -4% | 2% | . | 5% | 5% | 2% | 0%

# Part of the list above, with tabs.
smiles	HTT ATP protect	Tau fibril FP	Tau fluor counter	GAA inhib	GAA glycogen	GLA spleen mod	Tau ThT inhib	GAA spleen mod
O=C(CNC(=O)c1ccc(Cl)cc1)OCC(=O)N1CCCC1	-6%	?	-1%	6%	4%	-10%	-1%	-4%
FC(F)(F)c1cccc(NC(=S)Nc2ccc(Cl)cc2Cl)c1	2%	?	-25%	-4%	-16%	-8%	-7%	-4%
CC1(OC(=O)C2CCCC2)C(=O)C=C2C=C(c3ccsc3)N(C(CO)CO)C=C2C1=O (stereo not drawn)	?	-7%[11.6 µM]	-7%[11.6 µM]	.	25%	-1%[17.5 µM]	?	4%[17.4 µM]
CSc1ccc(/C=C/C(=O)c2ccc(NC(C)=O)cc2)cc1	0%[10 µM]	-3%	-11%	1%	-12%	-5%	?	-14%

# The listing continues.
# Each structure is followed by: HTT ATP protect | Tau fibril FP | Tau fluor counter | GAA inhib | GAA glycogen | GLA spleen mod | Tau ThT inhib | GAA spleen mod
Cc1ccc(-n2c(C)cc(C(=O)CSc3n[nH]c(N)n3)c2C)cc1
    -6% | 8% | -13% | 4% | -6% | 5% | -12% | 5%
Cn1cnnc1SCC(=O)c1ccco1
    -7%[10 µM] | -14% | -13% | -1% | -7% | 4% | ? | -1%
O=[N+]([O-])c1cccc(-c2ccc(C(=S)N3CCN(c4ccccc4)CC3)o2)c1
    20%[10 µM] | ? | ? | . | -2% | -1% | 20µM* | 4%
CSc1ccc(C2C(C#N)=C(N)N(c3ccccc3)C3=C2C(=O)CCC3)cc1 (stereo not drawn)
    -30%[0.074 µM] | -4% | -21% | -2% | -15% | -6% | ? | -10%
COc1cc(/C=N/N(C)S(=O)(=O)c2ccc(C)cc2)cc([N+](=O)[O-])c1O
    5%[10 µM] | 0% | -26% | . | 2% | -7% | ? | -1%
CC1CCC/C(=N\NC(=S)NCc2ccccc2)C1 (stereo not drawn)
    -3% | 13% | -21% | -6% | -19% | -3% | -22% | -2%
C/C(=N\NC(=O)c1cccc(Br)c1)c1cccc(NC(=O)c2ccc(C)o2)c1
    -8% | ? | -23% | -2% | -21% | -4% | ? | 0%
COc1ccc(CCNC(=O)C2CCC(CNc3c(N4CCCC4)c(=O)c3=O)CC2)cc1OC (stereo not drawn)
    -7% | -1% | 1% | -10% | 8% | 1% | -1% | -3%
COc1ccccc1NC(=O)CNC(=O)c1ccc(F)cc1
    12% | -5% | -4% | -1% | 12% | -4% | -7% | -4%
COCc1cc(C)n(CC(=O)Nc2ccccc2OC)c(=O)c1C#N
    -19% | -3% | 0% | 4% | 0% | 6% | -1% | 5%
CCCn1nnc(NC(=O)c2ccc(OC)cc2)n1
    -27% | 14% | -1% | 1% | 3% | 0% | -3% | 0%
